H9c2 TAG inh: reduces triacylglycerol accumulation in H9c2 cells; Nile Red lipid (TAG) fluorescence; cells loaded with 200 µM oleic acid; inhibition, % at 12.5 µM; 230,000 compounds, 0.66% hits; AID 651582;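 active = pattern-corrected inhibition of lipid staining of at least 50% with the nuclear-stain viability signal not falling by more than 50%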;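 also: 0% = DMSO wells and 100% = triacsin C control wells; some results filed as inactive read as strong as hits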
H9c2 TAG inh DAPI viability: further read-out of H9c2 TAG inh, marked with its call; DAPI nuclei signal change (viability), lower = more cytotoxic, %;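 whole-well DAPI fluorescence read on a plate reader as a viability signal; minus 50 percent equals half of cells still viable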
Numbers without * were called inactive. An excerpt; rates above refer to the full screens.

Below each compound: H9c2 TAG inh	H9c2 TAG inh DAPI viability
C[C@H](CO)N1C[C@H](C)[C@@H](CN(C)C(=O)Nc2ccc(C(F)(F)F)cc2)Oc2ccc(NS(=O)(=O)c3cn(C)cn3)cc2C1=O
  10	-3
Cc1cccc(C(=O)OCC(=O)NC(=O)NC2CCCCC2)c1
  1	9
CCCCN(C)C(=O)C(Cc1ccccc1)NS(=O)(=O)c1ccc2c(c1)CCC(=O)N2 (stereo not drawn)
  -4	-3
CSCCC(C(=O)N1C[C@]2(C)C[C@H]1CC(C)(C)C2)N1C(=O)c2ccccc2C1=O (stereo partly drawn)
  17	5
O=C(/C=C/c1ccc(F)cc1)NNC(=O)CCN1CCN(Cc2ccccc2)CC1
  20	-14
COc1cc(C(=O)COC(=O)CNC(=O)C2CCCCC2)cc(OC)c1OC
  1	0
O=c1c(Cl)c(N2CCC3(CC2)OCCO3)cnn1C12CC3CC(CC(C3)C1)C2
  -15	8
O=C(NC(=S)NNC(=O)c1cc2ccccc2cc1O)c1ccco1
  -3	20
CCNC(=O)C1(C)CCN(C(=O)c2ccc(OC(F)F)cc2)C1 (stereo not drawn)
  0	-9
Cc1ccc(S(=O)(=O)N2CCC(C(=O)OC(C)C(=O)NCc3ccccc3)CC2)cc1C (stereo not drawn)
  2	-4
O=C(NC(=O)c1ccccc1)C1=C(N2CCCC2)COC1=O
  4	-1
O=C(O)C(Oc1ccc2c(-c3ccccc3)cc(=O)oc2c1)c1ccccc1 (stereo not drawn)
  -9	-1
CC(=O)c1ccc(NC(=O)CSc2nnc(C3CC3)n2C2CC2)cc1
  22	-15
COc1ccc(NC(=O)N2CCN(CCC#N)CC2)cc1
  3	-4
Cc1cccc(NC(=O)CCc2ccc(N3C(N)=NC(N)=NC3(C)C)cc2)c1
  14	-27
CCOC(=O)c1sc(NC(=O)C2CC2)nc1C
  2	9
COc1ccc(C(=O)OCC(=O)c2ccc(Cl)s2)c(OC)c1OC
  5	2
COc1ccccc1CNc1nc(NCc2cccc(OC)c2OC)c2sccc2n1
  -13	21
COCCN(Cc1ccccc1)C(=O)C1CCN(C(=O)Nc2ccccc2)CC1
  54*	-2.1*
CSc1ccc(C(=O)Nc2cc(S(=O)(=O)N3CCOCC3)ccc2N2CCOCC2)cc1[N+](=O)[O-]
  9	-3

16 successive records out of the list so far, for reference:
Below each compound: H9c2 TAG inh	H9c2 TAG inh DAPI viability
O=C(/C=C/c1ccc(F)cc1)NNC(=O)CCN1CCN(Cc2ccccc2)CC1
  20	-14
COc1cc(C(=O)COC(=O)CNC(=O)C2CCCCC2)cc(OC)c1OC
  1	0
O=c1c(Cl)c(N2CCC3(CC2)OCCO3)cnn1C12CC3CC(CC(C3)C1)C2
  -15	8
O=C(NC(=S)NNC(=O)c1cc2ccccc2cc1O)c1ccco1
  -3	20
CCNC(=O)C1(C)CCN(C(=O)c2ccc(OC(F)F)cc2)C1 (stereo not drawn)
  0	-9
Cc1ccc(S(=O)(=O)N2CCC(C(=O)OC(C)C(=O)NCc3ccccc3)CC2)cc1C (stereo not drawn)
  2	-4
O=C(NC(=O)c1ccccc1)C1=C(N2CCCC2)COC1=O
  4	-1
O=C(O)C(Oc1ccc2c(-c3ccccc3)cc(=O)oc2c1)c1ccccc1 (stereo not drawn)
  -9	-1
CC(=O)c1ccc(NC(=O)CSc2nnc(C3CC3)n2C2CC2)cc1
  22	-15
COc1ccc(NC(=O)N2CCN(CCC#N)CC2)cc1
  3	-4
Cc1cccc(NC(=O)CCc2ccc(N3C(N)=NC(N)=NC3(C)C)cc2)c1
  14	-27
CCOC(=O)c1sc(NC(=O)C2CC2)nc1C
  2	9
COc1ccc(C(=O)OCC(=O)c2ccc(Cl)s2)c(OC)c1OC
  5	2
COc1ccccc1CNc1nc(NCc2cccc(OC)c2OC)c2sccc2n1
  -13	21
COCCN(Cc1ccccc1)C(=O)C1CCN(C(=O)Nc2ccccc2)CC1
  54*	-2.1*
CSc1ccc(C(=O)Nc2cc(S(=O)(=O)N3CCOCC3)ccc2N2CCOCC2)cc1[N+](=O)[O-]
  9	-3

Next part
Below each compound: H9c2 TAG inh	H9c2 TAG inh DAPI viability
CCOC(=O)C(NC(=O)CC)(N1CCc2ccccc2C1)C(F)(F)F (stereo not drawn)
  -38	7
O=C(NCc1nc2ccccc2[nH]1)C1CCCCC1
  -17	-9
CCC(C)NC(=O)c1n[nH]c(=O)c2ccccc12 (stereo not drawn)
  18	3
Cc1sc2ncnc(N3CCN(S(=O)(=O)c4ccc(C(C)(C)C)cc4)CC3)c2c1C
  -34	3
COc1ccccc1N1CCN(CCCN2C(=O)C3CCCCN3C2=O)CC1 (stereo not drawn)
  -5	-3
Cc1ccc(-c2nn3nnnc3c3ccccc23)cc1C
  -29	3
CCOc1ccc(S(=O)(=O)NCCC(=O)NC2CCCCC2)cc1
  10	-4
Cc1ccc(NC(=O)C2(C)CCN2C(=O)CCC2CCCC2)cc1C (stereo not drawn)
  -13	0
CCOC(=O)c1cnc(SCc2cccc3ccccc23)nc1N
  24	-3
Cc1ccc(S(=O)(=O)Oc2ccc(C3C4=C(CCCC4=O)OC4=C3C(=O)CCC4)cc2)cc1
  4	4
Cc1ccnc(NS(=O)(=O)c2ccc(NC(=O)c3ccc(S(=O)(=O)N4CCOCC4)cc3)cc2)n1
  6	2
CC(C)C(C(=O)NCC1CCCO1)N(Cc1cccs1)C(=O)CNS(=O)(=O)c1ccccc1 (stereo not drawn)
  14	-9
COc1ccc(-c2cnc3c(NC(C)=O)cc(-c4cccc(NS(C)(=O)=O)c4)cn23)cc1OC
  -9	12
O=C(CNC(=O)c1ccccc1)Nc1cccc(C(F)(F)F)c1
  7	-1
C[C@@H](C(=O)NCc1ccccc1)N1C(=O)C2CC=CCC2C1=O (stereo partly drawn)
  -9	9
CCCCC(c1nnnn1C1CCCC1)N1CCN(C(=O)c2ccco2)CC1 (stereo not drawn)
  4	-6
CC1(C)CC2CC(C)(CN2S(=O)(=O)c2cccc(N)c2)C1 (stereo not drawn)
  -9	-6
Cc1sc2ccccc2[n+]1CC(=O)O
  -9	-4
CC1(C)Cc2cccc(OCC(=O)NCc3ccccc3F)c2O1
  2	10
C[C@@H]1CN([C@H](C)CO)C(=O)c2c(c3ccccc3n2C)-c2ccccc2CO[C@H]1CN(C)S(=O)(=O)c1cn(C)cn1
  -3	-9
O=C(O)c1cc(-c2c[nH]c3ccccc23)nc2cc3ccccc3cc12
  1	7
CN(C)S(=O)(=O)c1ccc(C(=O)NCc2nnc(SCC(=O)N3CCCC3)o2)cc1
  -11	3
S=C1CSc2ccccc2N1
  19	-2
CC(=O)c1c(C)[nH]c(C(=O)O)c1C
  -6	-1
COc1ccccc1CCC(=O)OCC(=O)Nc1cccc(S(=O)(=O)N2CCOCC2)c1
  -4	0
Cc1ccc(C)c(S(=O)(=O)N2CCCOC2CNC(=O)C(=O)NCc2ccccn2)c1 (stereo not drawn)
  24	-2
CC(c1nnc(SCC(=O)N(C)C2CCS(=O)(=O)C2)n1-c1ccccc1)N(C)C (stereo not drawn)
  5	2
O=C(CCCn1c(=O)c2ccccc2n(CC(=O)N2CCN(c3ccccc3)CC2)c1=O)NCc1ccco1
  -6	15
COc1ccccc1NC(=S)NCC1CCCO1 (stereo not drawn)
  0	-1
CCCn1c(N)c(N(CCOC)C(=O)CSc2cc(C)c3cccc(C)c3n2)c(=O)[nH]c1=O
  -3	3
CCC(=O)NC(C)c1nc2ccccc2n1C (stereo not drawn)
  -5	5
Cc1ccc(OCc2nc(C#N)c(NCc3ccc4c(c3)OCO4)o2)cc1
  -17	0
Cc1cc(Cl)ccc1OCC(=O)NCCOc1nc(N2CCOCC2)nc(N2CCOCC2)n1
  41	-12
O=C(NCc1ccccc1CN1CCCC1)c1ccc(S(=O)(=O)Nc2ccccc2)cc1
  5	-1
O=C(c1ccc(CS(=O)(=O)Cc2ccccc2)cc1)N1CCCCC1
  -12	6
COC(=O)C1=NN(C(=O)c2cccc(Br)c2)C(O)(c2ccc(Cl)cc2)C1 (stereo not drawn)
  9	8
COc1ccc(C(=O)NCC(c2ccc3c(c2)OCO3)N2CCN(c3ccc(OC)cc3)CC2)cc1 (stereo not drawn)
  -1	-1
Cc1ccc(CSc2nnc3nc(C)cc(C)n23)cc1
  -3	-5
O=C(Cc1cc(=O)[nH]c(=O)[nH]1)NCc1ccccc1
  -1	8
COc1ccc(-c2oc3ccc(-c4ccc(OC)nc4)cc3c2C#CC2(O)CCCCC2)cc1
  0	164
Cc1nc(N2CCN(C)CC2)[nH]c(=O)c1Cc1cccc2ccccc12
  9	10
O=C(c1cc(=O)[nH]c2ccccc12)N1CCN(c2ccccc2)CC1
  10	-7
O=c1c2[nH]c3cccc(Cl)c3c2ncn1Cc1ccncc1
  19	-10
O=C(COc1ccc(Cl)cc1Br)Nc1cccc(S(=O)(=O)N2CCCC2)c1
  -16	9
OCCOCCn1c(C(CO)Nc2nc(-c3cccc(Br)c3)cs2)nc2ccccc21 (stereo not drawn)
  -32	7
COc1ccc(NC(=O)C(=O)NCC(=O)Nc2cc(OC)ccc2OC)cc1
  16	-1
COc1cccc(C(=O)NCCS(=O)(=O)N2CC(C)CC(C)C2)c1 (stereo not drawn)
  6	1
CCCc1c(NC(=O)Nc2ccc(Cl)cc2Cl)cnn1-c1ccccc1
  5	-2
CC(C)(C)c1ccc(C(=O)NCc2cccnc2)cc1
  0	-5
COc1ccc(OCC(=O)Nc2ccc(N3CCN(C(=O)c4ccccc4)CC3)c(Cl)c2)cc1
  24	5
CC(NC(=O)c1ccco1)C(=O)OCC(=O)c1ccc(Cl)s1 (stereo not drawn)
  1	5
Cc1ccccc1CSCc1nc(N)nc(Nc2ccccc2C)n1
  -3	-1
CSCCC(NC(=O)c1ccccc1)C(=O)N1CCN(C(c2ccccc2)c2ccccc2)CC1 (stereo not drawn)
  15	-5
Cc1ccc(-c2nc3ccccn3c2C=O)cc1
  7	11
Cc1cccc(C(=O)OCC(=O)NC2CCCCCCC2)c1
  -23	1
CCOC(CN=c1nc(N(C)C)ss1)OCC
  16	8
COc1ccc(NS(=O)(=O)c2coc(C(N)=O)c2)cc1Cl
  -19	3
O=C(Cn1nc(Cc2ccncc2)c2ccccc2c1=O)Nc1cccnc1Cl
  -6	4
O=C(COC(=O)c1cc([N+](=O)[O-])ccc1Cl)NCCc1ccccc1
  -19	4
CCN(c1ccccc1)S(=O)(=O)c1c(C)noc1C
  3	1

Continuation.
Below each compound: H9c2 TAG inh	H9c2 TAG inh DAPI viability
O=C(CSc1ccccn1)N/N=C/c1cc([N+](=O)[O-])ccc1O
  6	-2
O=C(/C=C/NNC(=O)c1ccccc1)c1ccc([N+](=O)[O-])cc1
  25	-12
CCc1cc(Cn2nc(-c3ccccc3)cc2C(=O)NCc2cccc(Br)c2)on1
  22	0
Cc1nn(C)cc1/C=C/C(=O)c1cccs1
  -6	0
CC(=O)N1C(C(=O)O)CSC1c1cccc(C)c1 (stereo not drawn)
  15	-8
O=C(Nc1ccc(S(=O)(=O)N2CCCC2)cc1)c1cc(=O)c2ccccc2o1
  3	-2
Cc1ccc(-c2nc(CS(=O)(=O)CC(=O)NCCCN3CCN(C)CC3)c(C)o2)cc1
  -19	11
CCOc1ccccc1NC(=O)CCn1cccc1
  1	7
Cc1c(-n2c(O)c(C3=c4ccccc4=NC3=O)sc2=S)c(=O)n(-c2ccccc2)n1C
  5	1
COc1ccc(C2C(C#N)=C(N)Oc3c2ccc2cccnc32)cc1OC (stereo not drawn)
  75	-73
CC(C)NC(=O)NC(=O)CSc1ccc(S(=O)(=O)N2CCCC2)cn1
  -9	-9
CC(C)C(Nc1ncnc2c1oc1ccccc12)C(=O)O (stereo not drawn)
  3	-1
O=C(NCC(=O)N(c1ccc2c(c1)OCO2)C(C(=O)NC1CCCC1)c1ccncc1)c1ccco1 (stereo not drawn)
  -8	-3
C[N+](C)(C)C[C@H](O)CC(=O)O
  3	-7
CCC(=O)c1cc(F)ccc1OCC(=O)N1CCN(c2ccc(F)cc2)CC1
  -9	6
CC(C)(C)NC(=O)C(c1ccccn1)N(C(=O)C1CSC(=O)C1)c1ccccc1F (stereo not drawn)
  -1	-1
CC(=O)OC1(C)C=Cc2ccccc2C1=NS(=O)(=O)c1ccccc1 (stereo not drawn)
  -6	-2
Cc1ccc(CCC(=O)Nc2ccc(Cl)cc2Cl)o1
  -4	3
CS(=O)(=O)N1CCN(c2ccc(NC(=O)COc3ccccc3[N+](=O)[O-])cc2)CC1
  3	1
CC(C)Oc1cccc(C(=O)Nc2ccc(N3CCN(C)CC3)cc2)c1
  5	-2
CS(=O)(=O)c1ccc(Nc2nc(C(N)Cc3ccc(F)cc3)cs2)cc1 (stereo not drawn)
  6	-8
Cc1nc2cc3nc(C(F)(F)F)[nH]c3cc2[nH]1
  12	-5
O=S(=O)(NC1CC1)c1ccc(S(=O)(=O)N2CCC3(CC2)OCCO3)cc1
  -6	3
COc1c2c(nc3occc13)C(CC=C(C)C)(OC)C(O)CC2 (stereo not drawn)
  -12	-3
Cc1ccc(C(=O)CCNc2ccc(F)c(Cl)c2)o1
  -11	-6
C=CCNc1nc(Cl)nc(Nc2cc(Cl)ccc2OC)n1
  -5	2
C[C@@H]1CCCCO[C@H](CN(C)C(=O)Nc2cccc3ccccc23)[C@@H](C)CN([C@H](C)CO)C(=O)c2cc(NC(=O)c3ccccc3)ccc2O1
  8	-5
Cc1ccc(C)c(OCCCC(=O)O)c1
  -1	16
Cc1csc(=O)n1CCC(=O)OC(C)C(=O)NCc1ccccc1 (stereo not drawn)
  -11	6

Arranged by molecular weight (descending): three of the compounds above.
Below each compound: H9c2 TAG inh	H9c2 TAG inh DAPI viability
O=S(=O)(NC1CC1)c1ccc(S(=O)(=O)N2CCC3(CC2)OCCO3)cc1
  -6	3
Cc1csc(=O)n1CCC(=O)OC(C)C(=O)NCc1ccccc1 (stereo not drawn)
  -11	6
Cc1ccc(C)c(OCCCC(=O)O)c1
  -1	16

Source: PubChem (Sanford-Burnham Center for Chemical Genomics)
